Screening data from PubChem.
NPY-Y1 antag = blocks the human neuropeptide Y Y1 receptor. P25929. HEK293-CNG Y1 cells, membrane potential fluorescence; NPY at EC95, then isoproterenol. inhibition, % at 3.6 µM. 200,000 compounds, 1% hits;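 active = inhibition above the campaign mean inhibition of all tested compounds plus 3 SD, cut at about 20% in these data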;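 also: 0% = DMSO wells given NPY plus isoproterenol and 100% = isoproterenol alone without NPY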
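Material: HEK293 Y1/CNG channel cell line | Also added: NPY (25 nM), isoproterenol (1 µM), Ro 20-1724 (25 µM) | Compound: One concentration, 3.6 µM, in 0.4% DMSO | Schedule: 3 h dye uptake, 1 h room-temperature compound, 45 min post-isoproterenol | Signal: Membrane-potential fluorescent dye readout | Read-out: % inhibition of NPY effect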
RBBP9 inh = blocks human serine hydrolase RBBP9; recombinant RBBP9, FP-Rh probe fluorescence polarization; inhibition, % at 7.94 µM; 220,000 compounds, 0.2% hits; AID 1515;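 active = inhibition above the campaign mean of all tested compounds plus 3 SD, cut at about 14% in these data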;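 also: plate controls were DMSO wells with RBBP9 for no effect and wells lacking RBBP9 protein for full effect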
Target sequence (O75884 whole entry, looked up): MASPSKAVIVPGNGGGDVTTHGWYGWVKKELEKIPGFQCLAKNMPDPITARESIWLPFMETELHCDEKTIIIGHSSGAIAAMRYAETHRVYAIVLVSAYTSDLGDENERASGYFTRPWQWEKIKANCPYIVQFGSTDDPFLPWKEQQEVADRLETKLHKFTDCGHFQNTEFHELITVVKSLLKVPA
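System: RBBP9 protein / Quantity: 2.5 µM RBBP9 dispensing solution, before mixing / Also added: Serine-hydrolase probe FP-Rh, 375 nM pre-mixing / Dosing: 7.94 µM single dose, 0.794% DMSO / Timing: enzyme-compound preincubation 30 min, then probe labeling 45 min, 25 °C / Signal: FP readout at 525/598 nm / Controls: DMSO-treated enzyme wells and wells lacking RBBP9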
NPY-Y2 PAM-ag = potentiators or agonists of human neuropeptide Y receptor Y2 | P49146 | cells expressing NPY-Y2, potentiator/agonist read-out | activation, % at 3.6 µM | 220,000 compounds, 0.45% hits | AID 1359; in the data active = activation above about 27%;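 also: cells stimulated with NPY near EC25 plus isoproterenol at EC100; 0% = vehicle plus submaximal agonist and 100% = vehicle plus saturating agonist; some results beyond the cut were filed as inactive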
p97 ATPase inh = blocks human p97 ATPase activity; inhibition, % at 8 µM; recombinant p97 ATPase, Kinase-Glo ATP luminescence, 3 h; 220,000 compounds, 0.42% hits; P55072; in the data active = inhibition above about 15%;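 also: 0% = DMSO vehicle and 100% = wells lacking enzyme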
Target sequence (P55072 whole entry, looked up): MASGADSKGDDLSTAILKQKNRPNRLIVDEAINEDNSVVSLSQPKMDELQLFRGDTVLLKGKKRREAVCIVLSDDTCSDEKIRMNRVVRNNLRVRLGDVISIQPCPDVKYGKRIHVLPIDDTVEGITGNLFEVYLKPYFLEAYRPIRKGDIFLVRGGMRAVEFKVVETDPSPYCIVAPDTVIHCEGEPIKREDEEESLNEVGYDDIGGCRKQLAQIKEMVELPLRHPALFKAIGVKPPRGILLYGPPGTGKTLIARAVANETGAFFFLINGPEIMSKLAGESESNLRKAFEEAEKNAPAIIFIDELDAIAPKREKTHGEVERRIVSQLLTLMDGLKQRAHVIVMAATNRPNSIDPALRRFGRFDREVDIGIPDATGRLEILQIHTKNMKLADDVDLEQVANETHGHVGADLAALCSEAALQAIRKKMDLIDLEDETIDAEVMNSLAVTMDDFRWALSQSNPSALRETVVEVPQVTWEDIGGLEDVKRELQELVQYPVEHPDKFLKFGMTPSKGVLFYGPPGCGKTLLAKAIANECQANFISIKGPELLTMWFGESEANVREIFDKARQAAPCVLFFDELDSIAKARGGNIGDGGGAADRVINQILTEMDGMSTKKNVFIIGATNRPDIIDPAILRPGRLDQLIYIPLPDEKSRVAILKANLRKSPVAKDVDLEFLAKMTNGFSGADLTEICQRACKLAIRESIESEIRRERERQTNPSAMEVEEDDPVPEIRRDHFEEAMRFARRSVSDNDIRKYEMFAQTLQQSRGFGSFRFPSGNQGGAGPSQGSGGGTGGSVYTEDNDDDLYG
Runt-CBFb FRET = Runt domain-CBFb interaction inhibition. Q01196+Q13951. Cerulean-Runt/Venus-CBFb FRET ratio 530/480, 1 h. inhibition, % at 20 µM. 220,000 compounds, 0.46% hits;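 active = inhibition over about 50% at 20 µM in the single-dose screen, limit read from the data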;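 also: 0% = DMSO wells and 100% = excess unlabeled CBFb competitor control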
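Assay system: Cerulean-tagged RUNX1 Runt domain (FRET donor) fusion protein / Amount: 100 nM each of Venus-CBFb and Cerulean-Runt domain / Medium: Tris buffer pH 7.5 with salts and BSA / Also added: Venus-CBFb 100 nM / Schedule: 1 h complex formation plus 1 h compound treatment, room temperature / Signal: FRET fluorescence / Read-out: loss of energy transfer signal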
Mdm2 ligase inh = inhibitors of human Mdm2 E3 ubiquitin ligase; cell-based MDM2 ubiquitination luciferase reporter, 2 h; 0 = plate control, 100 = twice control, blank-subtracted; AID 1230; signal enhancement, % at 5 µM; Q00987; 210,000 compounds, 0.11% hits;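 active = signal enhancement of 30% or more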;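 also: luminescence tracks abundance of the self-degrading MDM2-luciferase fusion protein; higher signal means inhibition of MDM2 E3 ligase activity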
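Test system: mammalian cells stably expressing self-ubiquitinating, self-degrading MDM2 E3–luciferase fusion; Amount: 2000 cells in each well; Medium: DMEM; Schedule: 4 h settle plus 2 h compound, 37 °C; Technique: SteadyLite luciferase luminescence after 15 min room-temperature reagent incubation; Benchmarks: plate control and blank wells.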
Hck-Nef inh = inhibitors of human Hck kinase activated by Nef; AID 463187; P08631; 220,000 compounds, 0.68% hits; Recombinant Hck-YEEI plus Nef, Z-Lyte FRET kinase assay; inhibition, % at 20 µM;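 active = Hck-Nef kinase inhibition above about 50%, limit read from the data; inactive = inhibition below that limit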;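 also: 0% = DMSO with Hck plus Nef and 100% = Hck alone without Nef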
NPY1 pot ag = potentiators or agonists of human neuropeptide Y receptor Y1; P25929; NPY-Y1 expressing cells, potentiator/agonist activation; activation, % at 3.6 µM; 220,000 compounds, 0.37% hits; AID 1304; in the data active = activation above about 33%, passing the limit was not always enough;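 also: cells stimulated with NPY at EC10 then isoproterenol at EC100; 0% = low agonist plus stimulus and 100% = saturating agonist plus stimulus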
Runt-SMMHC FRET = inhibitors of human RUNX1 Runt domain binding to CBFb-SMMHC; 220,000 compounds, 0.74% hits; Cerulean-Runt/Venus-CBFb-SMMHC FRET ratio 530/480, 1 h; inhibition, % at 20 µM; AID 1434; Q01196+Q13951;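 active = mean inhibition across duplicate retests at 20 µM reaching about 50%, limit read from the data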;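 also: 0% = DMSO wells and 100% = wells with excess untagged CBFb-SMMHC; inhibitors lower the FRET ratio by blocking Runt binding to CBFb-SMMHC; some results filed as inactive read as strong as hits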
Active calls of the source: *; / = not tested or not shown.

SMILES	NPY-Y1 antag	RBBP9 inh	NPY-Y2 PAM-ag	p97 ATPase inh	Runt-CBFb FRET	Mdm2 ligase inh	Hck-Nef inh	NPY1 pot ag	Runt-SMMHC FRET
CCOC(=O)C1CCCN(CC(=O)/C=C2/N(C)c3ccccc3C2(C)C)C1 (configuration not stated)	7	-14	-4	-5	-3	-16	1	0	5
CCOC(=O)c1sc(NC(=O)CSc2nc(C)cc(C(F)(F)F)n2)c(C#N)c1C	-2	-1	0	1	20	2	1	12	21
CCOC(=O)C1=C[C@]2(CC)CCCN3CCc4c(n1c1ccccc41)[C@@H]32	9	-4	7	0	5	/	-3	-1	7
O=C(OCC(=O)c1c[nH]c2ccccc12)C1=COCCO1	-2	-3	2	2	1	-18	3	3	-5
N#Cc1ccccc1OCC(=O)NC(=O)NCc1ccco1	/	-4	-4	6	2	/	26	12	-3
CCOc1ccc(NS(=O)(=O)c2ccc(C(=O)N3CCN(c4ncccn4)CC3)cc2)cc1	8	-10	7	-1	0	-6	-15	-5	2
Cc1ccc(N2CN(Cc3cccnc3)CNC2=S)c(C)c1	-3	1	6	6	1	9	7	4	-3
O=[N+]([O-])c1cc(-c2nc(-c3ccncc3)no2)ccc1Cl	5	-3	0	-5	0	-9	1	-5	0
COc1cccc(C(=O)Nc2cccc(OCC(=O)c3ccccc3)c2)c1	-1	-6	-11	1	0	8	2	-13	1
O=C(NCc1ccco1)c1ccc2ccccc2n1	5	-3	-10	13	-8	-7	12	4	0
Cc1c(=O)n(OCc2cccc(F)c2)c2ccccc2[n+]1[O-]	0	-8	-11	1	3	-6	0	6	3
CCN1CC(O)=C(c2nc3ccccc3s2)C1=N	5	1	0	7	1	-10	5	21	-2
CCOC(=O)N1CCN(C(=S)NC(=O)C23CC4CC(CC(C4)C2)C3)CC1	3	-2	1	-3	1	-4	14	-5	1
O=C(CCCC(=O)OCC(=O)c1ccc(Cl)cc1Cl)Nc1cc(C(F)(F)F)ccc1Cl	7	1	2	-6	-5	11	1	0	0
CCCCCCn1c(SCCN2CCOCC2)nc2c1c(=O)[nH]c(=O)n2C	-4	-17	6	-13	/	-12	-1	3	-2
COC(=O)N/N=C/c1ccc(OC(=O)/C=C/c2ccco2)cc1	/	-4	5	7	2	-15	49	18	-8
C(=N\Nc1nncc2ccccc12)/c1ccccc1	/	8	-9	-1	0	-8	13	-10	-2
O=C(c1ccc(Br)o1)N1CCN(c2ncccn2)CC1	-9	0	-22	2	2	-21	-2	-7	2
Cc1c(C(=O)Nc2ccc(N3CCOCC3)cc2)oc2ccccc12	2	-7	-1	-3	-5	-18	1	-5	-5
Cc1cc(C)cc(NC(=O)C(OC(=O)c2sccc2C)c2ccccc2)c1 (configuration not stated)	6	-7	0	2	3	-9	0	-16	0

The last 4 records of the part before come first, to join the parts.
SMILES	NPY-Y1 antag	RBBP9 inh	NPY-Y2 PAM-ag	p97 ATPase inh	Runt-CBFb FRET	Mdm2 ligase inh	Hck-Nef inh	NPY1 pot ag	Runt-SMMHC FRET
C(=N\Nc1nncc2ccccc12)/c1ccccc1	/	8	-9	-1	0	-8	13	-10	-2
O=C(c1ccc(Br)o1)N1CCN(c2ncccn2)CC1	-9	0	-22	2	2	-21	-2	-7	2
Cc1c(C(=O)Nc2ccc(N3CCOCC3)cc2)oc2ccccc12	2	-7	-1	-3	-5	-18	1	-5	-5
Cc1cc(C)cc(NC(=O)C(OC(=O)c2sccc2C)c2ccccc2)c1 (configuration not stated)	6	-7	0	2	3	-9	0	-16	0
COC(=O)CSC1=C(C#N)C(c2ccc(C)cc2)C2=C(CCCC2=O)N1 (configuration not stated)	2	5	0	6	3	2	7	2	-6
Cc1ccc2c(C)nc(NC3=NCN(C(C)C)CN3)nc2c1	1	0	-6	5	/	/	2	-21	/
COc1ccc(/C=N/NC(=O)c2ccccc2Cl)cc1CSc1nc2ccccc2s1	13	-29	-7	5	-2	-15	-18	6	0
CCOC(=O)c1c(NC(=O)Cn2c(C)nc3ccccc32)sc2c1CCC2	-7	-8	9	2	-7	-18	1	-10	1
O=C(C[n+]1cccc(CNC(=O)c2ccc(OC(F)F)cc2)c1)Nc1ccccc1Cl	5	-4	4	2	-2	-4	1	-17	-3
CCOC(=O)c1sc(NC(=O)c2ccc(S(=O)(=O)N3CCOCC3)cc2)nc1-c1ccccc1	-3	0	-2	5	-6	-10	0	2	-11
COc1ccc(OC)c(S(=O)(=O)n2nc(-c3ccccc3)cc2N)c1	1	-6	-3	6	2	-14	1	-2	-4
COc1ccc(N2C(=O)C(F)(F)C2c2cccc(F)c2)cc1 (configuration not stated)	5	-4	-1	0	-1	-10	9	-20	-1
COc1cccc(-c2nnc(NC(=O)c3ccc(S(=O)(=O)N(CC(C)C)CC(C)C)cc3)o2)c1	-4	-5	3	3	-5	-26	2	-3	2
COc1ccc(S(=O)(=O)N(CC(=O)Nc2ccc(S(=O)(=O)N3CCOCC3)cc2)Cc2ccc(F)cc2)cc1	0	-19	9	5	-2	-10	0	29	0
COc1ccc(CN(Cc2ccc(C(=O)O)cc2)C(=S)Nc2ccccc2F)cc1OC	-1	-8	1	6	0	2	26	-8	1
CC(=O)SC1CC(=O)N(c2c(C)cccc2C)C1=O (configuration not stated)	/	-3	-2	4	6	5	18	9	2
Cc1ccc(S(=O)(=O)n2nnc3ccccc32)c(C)c1C	-2	7	-8	2	-2	-12	-4	-2	-2
CCOC(=O)c1ccccc1NC(=O)CCNC(=O)Cn1cnc2ccccc2c1=O	-2	-1	-4	-4	-1	1	0	-5	0
N#Cc1ccc(NC(=O)COC(=O)CCNS(=O)(=O)c2ccccc2)cc1	4	1	25	6	1	1	3	10	-3
COc1c(C)cc(C(=O)C2CCCN(Cc3c(C)n(C)n(-c4ccccc4)c3=O)C2)cc1C (configuration not stated)	4	-3	-6	2	0	/	-11	-7	2
CC(=O)c1ccc(OCC(O)CN2C(C)(C)CC(O)CC2(C)C)cc1 (configuration not stated)	1	-6	1	-6	1	2	-1	-1	-3
Cc1cc(C)n(-c2cccc(Cl)c2)c(=O)c1C#N	7	-9	-9	-2	-1	3	0	8	2
Cc1cc(C)nc(N/N=C/C2=C(N3CCOCC3)C(=C/c3ccccc3)/CC2)n1	17	-6	6	4	0	11	1	0	-8
COc1ccc(CCN2C(=O)NC(NS(=O)(=O)c3ccc(N)cc3)(C(F)(F)F)C2=O)cc1OC (configuration not stated)	6	-6	5	7	0	9	3	24	-1
O=C(O)CC(NS(=O)(=O)c1cccc2nsnc12)c1ccc(F)cc1 (configuration not stated)	-8	-8	17	4	0	-13	-1	16	1
Cc1ccc(NC(=O)Cn2c(/C=C/c3ccccc3)nc3ccccc32)cc1C	7	-12	-15	-3	1	-12	2	-1	0
CC(C)CCNC(=O)C(C)N(C(=O)c1snc(C(N)=O)c1N)c1cnc2ccccc2c1 (configuration not stated)	-2	-4	-7	9	-3	1	-2	1	2
COc1cccc(OCCNc2cc(N3CCOCC3)ccc2[N+](=O)[O-])c1	4	-5	0	-3	-3	-13	2	-43	2
COc1ccccc1NC(=O)CSc1nnc(-c2ccc(C)cc2)o1	0	-4	20	6	-2	/	0	30	-2
Cc1ccc(C)c(NC(=O)C2CC3c4ccccc4C2c2ccccc23)c1 (configuration not stated)	5	-6	-2	1	-3	-22	-2	-1	1
O=C(NCc1ccc(Cl)cc1)c1ccc(Cn2cc(C(F)(F)F)ccc2=O)cc1	-1	-7	-4	-6	-1	-13	0	-9	2
CCOc1ccc(N2C(=O)CC(Sc3nc4ccc(OCC)cc4s3)C2=O)cc1 (configuration not stated)	-4	-5	-6	3	/	/	1	0	/
Cc1occc1C(=O)NNC(=S)NCc1ccccc1	2	-10	-7	-3	0	-18	-38	-4	-5
O=C(NNC(=S)Nc1ccccc1)c1cc(-c2cccnc2)nc2ccccc12	3	-11	-26	6	-1	-11	21	-15	0
Cc1nc2ccccn2c1C(=O)NNC(=S)Nc1ccc(Cl)cc1	2	2	-8	5	2	18	15	14	2
COc1ccc(/C=C/C(=O)c2sc(-c3ccc(Cl)cc3)nc2C)cc1	8	-11	-2	3	4	-5	6	6	10
CC12CCC(C(=O)NCc3cccnc3)(OC1=O)C2(C)C (configuration not stated)	4	-7	-20	-5	1	-18	4	-3	-1
Cc1ccc(C(=O)COC(=O)CNC(=O)CN2C(=O)c3ccccc3C2=O)cc1	7	-9	6	4	-1	-5	1	9	0
CCOC(=O)CN1C(=O)C(C)(C)Oc2ccc(C(=O)Nc3ccccc3)cc21	-2	0	8	3	-2	-10	1	-1	-2
CCN(C(=O)CCC(=O)N(CC)c1ccccc1)c1ccccc1	3	-9	-1	-5	-2	-7	3	8	-1
O=C(Nc1ccccc1C(=O)N1CCOCC1)c1ccc(F)cc1	7	-10	3	2	0	-8	5	21	-2
COc1cccc(CNC(=O)C2CCCN(c3nn4c(=O)cc(C)nc4s3)C2)c1OC (configuration not stated)	3	-1	-12	1	2	-69	3	-6	0
COC(=O)CSc1nc(C)cc(Oc2ccccc2)n1	6	-4	-12	-4	2	-6	1	-8	-11
Cc1cc(C)c(S(=O)(=O)c2ccccc2C)c(SCC(C)C)n1	10	-6	-10	-1	0	-1	1	-23	0
CC(C(=O)OCc1nnc(-c2ccccc2)o1)N1C(=O)C2CCCCC2C1=O (configuration not stated)	-4	-11	0	-7	-1	-39	11	-13	1
O=C(O)CCC(=O)N1CCc2cc(S(=O)(=O)NC3CCCC3)ccc21	-2	-8	13	7	-2	-5	3	1	-2
CCC1(CC)Cc2ccccc2-c2nc(-c3ccccc3)oc(=O)c21	4	-7	12	2	1	-26	-2	-8	3
COc1cc(CNCCO)cc(Cl)c1OCc1ccccc1Cl	7	2	-7	4	0	-2	19	8	6
